Screens: PubChem, several laboratories
BoNT-A LC inh2: BoNT/A light chain protease inhibitors, primary screen, biochemical, flow cytometry, MLPCN library; Botulinum neurotoxin type A light chain protease (Clostridium botulinum A str. ATCC 3502); multiplex microsphere protease substrate cleavage; inhibition, % at 10 µM; actives 0.17% (n = 360,000); in the data active means inhibition above about 30%; inconclusive means no clear call, values can overlap the other calls; further: plate controls were buffer without enzyme for full effect and enzyme alone for no effect
Mtb FBA inh: Mtb FBA enzyme inhibitors, primary screen, biochemical, fluorescence, strain H37Rv; Fructose-bisphosphate aldolase (Mycobacterium tuberculosis (strain ATCC 25618 / H37Rv)), …; purified M. tuberculosis FBA, fluorescence read-out; inhibition, % at 1 µM; actives 2.3% (n = 360,000); in the data active means inhibition above about 27%;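 further: 0% = vehicle and 100% = reference inhibitor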
Target sequence (P9WQA3 whole entry, looked up): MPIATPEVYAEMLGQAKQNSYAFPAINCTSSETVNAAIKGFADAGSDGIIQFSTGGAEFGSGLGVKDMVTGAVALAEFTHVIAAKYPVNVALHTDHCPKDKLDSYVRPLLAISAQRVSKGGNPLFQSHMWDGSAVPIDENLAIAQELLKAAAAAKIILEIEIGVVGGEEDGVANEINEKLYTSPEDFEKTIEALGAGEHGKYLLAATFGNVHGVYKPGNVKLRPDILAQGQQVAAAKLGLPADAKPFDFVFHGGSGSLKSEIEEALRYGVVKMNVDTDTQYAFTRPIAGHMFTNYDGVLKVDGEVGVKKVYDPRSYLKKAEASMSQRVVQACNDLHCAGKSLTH
FadD28 FP inh: inhibitors of FadD28 bisubstrate probe binding, primary screen, biochemical, fluorescence polarization, single point; inhibition, % at 12.5 µM; actives 0.22% (n = 360,000); AID 588549, 2011; in the data active means inhibition above about 8.5%, passing the limit was not always enough; inconclusive means no clear call, values can overlap the other calls
GDH-TPI inh: GDH-TPI coupling enzyme inhibitors, primary screen, artefact control for M. tuberculosis FBA inhibitor project, biochemical, absorbance, full deck | GDH-TPI coupled enzyme counterscreen, NADH absorbance | inhibition, % at 4.8 µM | actives 1.2% (n = 360,000) | AID 588335, 2011;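 further: 0% = DMSO wells and 100% = wells lacking the enzyme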
BoNT F protease: BoNT/F light chain protease inhibitors, primary screen, biochemical, flow cytometry, MLPCN library; Botulinum neurotoxin type F light chain protease (Clostridium botulinum); inhibition, % at 10 µM; Multiplex microsphere protease cleavage assay; actives 0.22% (n = 360,000); in the data active means inhibition above about 35%, passing the limit was not always enough; inconclusive means no clear call, values can overlap the other calls; further: plate controls were buffer without enzyme for full effect and enzyme alone for no effect
CCHFV vOTU inh: CCHFV vOTU protease inhibitors, primary screen, biochemical, Pep-AMC substrate, fluorescence. Crimean-Congo hemorrhagic fever virus L polyprotein viral ovarian tumor (vOTU) protease …. inhibition, % at 11.5 µM. actives 0.55% (n = 370,000); further: 0% = vehicle wells with enzyme and 100% = no enzyme wells
PrPC surface inh: inhibitors of human cell surface prion protein PrPC, primary screen, cell-based, TR-FRET. TR-FRET read-out. inhibition, % at 13.8 µM. actives 0.43% (n = 370,000). Major prion protein (Homo sapiens), P04156; in the data active means inhibition above about 24%; further: 0% = median of the test wells and 100% = reference compound wells
Mtb UGM inh: M. tuberculosis UGM enzyme inhibitors, primary screen, biochemical, fluorescence polarization, single point | actives 0.06% (n = 320,000) | UDP-galactopyranose mutase (Mycobacterium tuberculosis (strain ATCC 25618 / H37Rv)), … | inhibition, % at 10 µM | purified UGM, fluorescence polarization probe displacement; in the data active means inhibition above about 10%, passing the limit was not always enough; inconclusive means no clear call, values can overlap the other calls
Target sequence (P9WIQ1 whole entry, looked up): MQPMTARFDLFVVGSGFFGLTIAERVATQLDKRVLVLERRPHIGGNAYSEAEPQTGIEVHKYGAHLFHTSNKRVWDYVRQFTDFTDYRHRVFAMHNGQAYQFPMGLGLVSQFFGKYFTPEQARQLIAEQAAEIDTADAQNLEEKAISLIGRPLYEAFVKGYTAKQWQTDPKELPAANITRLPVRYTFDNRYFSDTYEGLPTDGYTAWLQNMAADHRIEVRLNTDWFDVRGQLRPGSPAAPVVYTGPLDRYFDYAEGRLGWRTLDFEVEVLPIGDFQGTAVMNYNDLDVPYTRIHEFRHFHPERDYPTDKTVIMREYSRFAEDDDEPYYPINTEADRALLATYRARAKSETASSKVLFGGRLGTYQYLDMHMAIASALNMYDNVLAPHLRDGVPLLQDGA
Mtb BioA inh: M. tuberculosis BioA enzyme inhibitors, primary screen, biochemical, plate reader, single point, HTS. actives 0.096% (n = 360,000). AID 602481, 2012. inhibition, % at 9.99 µM. 7,8-diaminopelargonic acid synthase BioA (Mycobacterium tuberculosis). purified M. tuberculosis BioA enzyme; in the data active means inhibition above about 40%; inconclusive means no clear call, values can overlap the other calls
* = called active by the depositor; ? = inconclusive; nt = no result given; & = joins results of further samples. Unless noted, no stated cut-off is given here; in the data, active means inhibition above about 30%; inactive means the rest. No enrichment for hits; any-hit rate near 4.8%.

SMILES	BoNT-A LC inh2	Mtb FBA inh	FadD28 FP inh	GDH-TPI inh	BoNT F protease	CCHFV vOTU inh	PrPC surface inh	Mtb UGM inh	Mtb BioA inh
COc1cccc(-c2cnc(C(O)c3ccc(Cl)cc3)[nH]2)c1 (configuration not stated)	-0.8	1	-2.3	0	4	-9	10	nt	1.3
COc1ccc2c(-c3ccccc3)cc(SC(C)C(N)=O)nc2c1 (configuration not stated)	1.7	-2	-6.2	-5	2	-11	13	0.1	1.7
COc1ccc(OC)c(NC(=O)Nc2cccc(Cn3cccn3)c2)c1	-1.4	-1	-4.7	-8	-2	-2	10	0.3	0.3
CCC(CO)Oc1cc(NC(=O)c2ccc(OC)cc2)c2ncn(C(C)C)c2c1 (configuration not stated)	-0.8	6	-1.0	26	-5	14	-2	2.4	13&-1.1
Cn1nc(C(=O)OCC(=O)Nc2ccc(C(N)=O)cc2)c2ccccc2c1=O	-0.1	1	-3.8	2	-17	6	9	-0.8	-4.1
CCCCn1c(N)c(N(CC(C)C)C(=O)c2cccc(S(=O)(=O)N(C)c3ccc(C)cc3)c2)c(=O)[nH]c1=O	-1.2	1	-1.7	-1	-7	-7	-3	-1.1	1.1
O=C(c1ccccc1)c1nc[nH]c1C(=O)Nc1ccccn1	-0.6	-2	-3.4	2	-2	-2	-3	3.2	1.0
CC1(C)Oc2ccc(C(=O)NN)cc2NC1=O	-0.1	-2	-3.8	-4	2	2	10	-0.1	nt
O=C(NC(=S)NC1CCSC1=O)c1ccc([N+](=O)[O-])cc1 (configuration not stated)	-0.2	-2	0.3	3	-3	-5	-17	1.4	1.5
COc1ccc(CCNc2oc(-c3cccc4ccccc34)nc2P(=O)(OC)OC)cc1OC	-0.8	188*	-0.1	16	-10	-163	2	-0.6	-0.5
Cn1c(SCC(=O)c2ccc3c(c2)Cc2ccccc2-3)nnc1-c1ccccc1	-0.3	-1	-2.3	15	-3	4	6	-1.2	nt
Cc1cc(C)n2nc(C(=O)Nc3ccc(N4CCOCC4)cc3)nc2n1	0.1	1	-3.4	6	-22	10	-6	-1.2	-2.1
CCCn1c(SCC(=O)Nc2ccccc2Cl)nc(O)cc1=O	3.9	5	-0.5	9	14	-4	1	nt	nt
Cc1ccc(Nc2nc(CSc3nnc(-c4ccccc4)n3C)cs2)cc1	2.0	-1	-2.1	9	-6	3	10	-1.9	0.0
O=C(NCCc1ccccc1)C1CCC(=O)N1CCc1ccccc1 (configuration not stated)	-2.1	2	-1.1	-5	30	-16	4	0.0	2.2
NC(=O)c1cc[n+](Cc2ccccc2Cl)cc1	0.6	-1	-2.1	-4	?	4	-32	-0.4	-0.2
CCN(CC)S(=O)(=O)c1cccc(C(=O)NC(Cc2c[nH]c3ccccc23)c2nnc3n2CCC3)c1 (configuration not stated)	-0.8	0	0.1	0	-6	-14	-5	2.0	2.0
O=C(NC1CC1)c1nc2c(nnn2Cc2ccccc2Cl)c(=O)[nH]1	-0.7	-2	-1.9	2	2	11	1	2.1	0.8
CCC1(C)Cc2c(C#N)c(N)n(N)c(=S)c2CO1 (configuration not stated)	0.3	1	0.1	16	-7	9	-21	0.0	-4.5
O=C(O)c1cccc(Cn2cc(Br)cn2)c1	-0.4	2	-8.2	5	-14	11	-7	-3.9	-2.5
CCOc1ccccc1N1CC(C(=O)N(Cc2nnc(-c3ccccc3Cl)o2)C2CC2)CC1=O (configuration not stated)	0.4	0	-1.2	-2	0	-5	4	-0.4	1.1
O=C(O)C1CC1C(=O)Nc1cc(F)ccc1F (configuration not stated)	-0.2	2	-2.6	7	-4	-5	-2	-1.3	nt
CCCCN1C[C@H](Cc2ccccc2)[C@@H](CC(=O)Nc2ccc(OC)cc2)C1=O	0.0	-1	-3.2	-6	1	7	3	nt	nt
O=C(O)c1cc2n(n1)C(C(F)(F)F)CC(c1ccccc1)N2 (configuration not stated)	-0.4	1	1.0	2	-2	16	-6	-1.5	1.2
CSc1nsc(SCC(=O)N2CCc3ccccc32)n1	0.8	1	-4.2	0	-2	8	-2	-0.1	2.3
CS(=O)(=O)N(CC(=O)N/N=C/c1ccccc1C(=O)O)c1cccc(Cl)c1Cl	-0.7	-1	-2.6	10	-1	18	9	1.4	nt
O=C(NNC(=O)c1csc(N2CCOCC2)n1)c1ccc(Cl)nc1	2.9	3	-2.0	20	2	13	-5	-0.1	1.1
CN(C)c1nc(N)ncc1-c1ccc(Oc2ccccc2)cc1	-0.3	3	0.3	-2	-7	-9	3	-2.8	-0.2
c1ccc(Oc2ncnc3ccccc23)cc1	-0.5	-1	0.3	8	5	7	-7	nt	-0.9
Cc1c(CNC(=O)c2cnn3c2NC(c2ccccc2)CC3C(F)(F)F)cnn1C (configuration not stated)	2.1	3	-2.6	7	5	3	0	0.3	-0.1
CCC1CCCCN1C(=S)NC(=O)c1ccc([N+](=O)[O-])cc1 (configuration not stated)	-0.1	-1	-1.0	1	-3	-15	-13	0.6	nt
CCN(CC)C(=O)C1=C(C)N(Cc2ccc(OC)cc2)C(=O)C(CC(=O)NC2CCCC2)C1 (configuration not stated)	0.4	-1	-4.2	-15	-2	-3	-3	nt	1.0
O=C(CSc1nccc(=O)[nH]1)c1ccco1	-0.5	-3	0.2	4	-4	1	-1	-0.6	nt
O=C(Nc1cccc(-c2nc3ncccc3o2)c1)c1ccc2c(c1)OCO2	0.1	4	-1.0	-5	-5	3	4	nt	-1.3
CCOc1ccccc1/C=C/c1onc(C)c1S(=O)(=O)N1CCC(C(=O)N2CCCCCC2)CC1	3.6	-4	-2.7	-3	11	9	-2	-5.1	0.6
Cc1cccc(/C=N/N2CCN(c3ccccc3)CC2)c1	-3.4	0	-2.6	14	-20	-6	-1	3.2	-1.4
CCc1nn(CC(=O)N2CCN(C)CC2)c(=O)c2cccn12	-0.4	-4	-2.8	-12	-5	-5	7	-2.2	-0.7
Cc1ccccc1C(=O)Nc1nc(-c2cccnc2)cs1	2.0	-2	-3.3	21	-2	-1	8	0.1	-0.9
Cc1ccc(-n2ncc3c(=O)n(CC(=O)NC4CCCC4)cnc32)cc1C	-0.7	3	-4.3	-2	-6	4	-2	-2.1	1.0
COC(=O)c1ccc(/C=C2/SC(=S)N(CCC(=O)NCCCN3CCOCC3)C2=O)cc1	0.2	-1	-4.5	-1	-4	2	-2	-2.3	4.2
COc1cccc(-c2cc(NC=O)c3ncc(-c4ccc(F)c(Cl)c4)n3c2)c1	0.3	0	-4.9	1	-8	3	-7	nt	1.2
S=C(NCC1CCCO1)Nc1ccccc1 (configuration not stated)	-0.6	0	-2.4	0	-4	5	-2	2.0	0.3
CC(CCN1CC1)=NNC(=O)Nc1cccc2ccccc12	0.4	25	-2.0	16	-22	13	12	nt	nt
O=C(Oc1cccc2ccccc12)c1ccccc1	-0.4	-1	-2.9	2	-5	2	-6	nt	-0.6
COC(=O)C1CCN(C(=O)COC(=O)CC(NC(N)=O)c2ccc(Cl)cc2)CC1 (configuration not stated)	1.0	3	-1.9	6	6	-13	0	-1.2	1.5
O=C(CSc1ccc(Cl)cc1)NCc1ccco1	-0.3	-1	-3.8	-1	-1	5	1	-1.2	nt
O=C(NCC(c1cccnc1)N1CCOCC1)NC1CCCCC1 (configuration not stated)	0.2	2	-0.9	5	1	5	-3	-4.2	nt
COc1ccc(CN2CCCC(C(=O)N3CCCCC3)C2)cc1 (configuration not stated)	-1.9	-3	-2.7	4	3	-15	6	-0.1	-0.4
COc1ccc(S(=O)(=O)CC2(O)CCN(C(=O)CC(C)C)CC2)cc1	-1.2	2	-2.5	-5	8	-4	-1	-1.8	2.6
CCOC(=O)N1CCC(n2c(SCC(=O)N3CCC(C)CC3)nc3ccccc3c2=O)CC1	0.0	-1	-6.6	0	2	4	-4	0.3	-1.4
CSc1ncccc1C(=O)OCC(=O)N(CC(C)C)C1CCS(=O)(=O)C1 (configuration not stated)	-0.8	2	-5.7	-1	-10	-11	-2	-0.1	-0.5
O=C(CCn1c(=O)oc2ccccc21)NCc1ccco1	0.3	0	-0.5	-7	-3	2	5	1.8	3.4
COCCN1CCN(C(=O)C2CCC(=O)N(Cc3ccccc3OC)C2)CC1 (configuration not stated)	-2.5	4	-0.5	19	0	12	-1	0.3	-1.7
CC(=O)c1ccc(NC(=O)C[n+]2cccc(C)c2)cc1	-1.5	3	-1.7	-9	-22	3	3	-1.0	1.7
CCOC(=O)C1=C(C)NC2=C(C(=O)c3ccccc32)C1c1cccnc1 (configuration not stated)	-0.1	3	0.2	-3	-4	26	-38	-0.5	nt
COCc1cn(CC(=O)c2sc(NC(=O)C(C)(C)C)nc2C)nn1	0.9	nt	nt	nt	-2	-5	-16	nt	nt
CSc1ccc(C(=O)C2CCCN(C(=O)c3ccc4c(c3)no[n+]4[O-])C2)cc1 (configuration not stated)	0.1	-1	-1.8	27	-4	11	10	-1.3	-2.0
CCOC(=O)C1CCN(C(=O)c2n[nH]c(=O)c3ccccc23)CC1	0.9	1	-1.8	8	15	-1	-2	-0.4	0.3
CC(C)C(O)(C#CCN1CCCC1)c1ccccc1 (configuration not stated)	-0.6	-3	-1.9	1	-16	8	6	-0.5	nt
O=[N+]([O-])c1ccc(/C=N/n2c(COc3ccccc3)n[nH]c2=S)cc1	-0.5	-3	-1.7	17	-7	2	-9	-0.2	14
(listing goes on)
SMILES	BoNT-A LC inh2	Mtb FBA inh	FadD28 FP inh	GDH-TPI inh	BoNT F protease	CCHFV vOTU inh	PrPC surface inh	Mtb UGM inh	Mtb BioA inh
Cc1ccc(C(C)C)cc1OCC(=O)NC1CCCCCCC1	nt	-1	-2.9	-4	nt	5	12	-1.5	-0.9
Cc1csc(NC(=O)c2ccc(N3CCCC3=O)cc2)n1	0.6	7	-1.6	6	0	14	-3	-3.2	nt
COc1cc(/C=N/n2c(C3CCCCC3)n[nH]c2=S)cc(OC)c1O	-1.7	4	-2.1	21	21	10	-8	-1.9	7.2
CC(=O)C1=CCC(c2cccc(Cl)c2)N(S(=O)(=O)c2ccc(C)cc2)C1 (configuration not stated)	-1.0	-2	-7.7	nt	4	12	1	nt	-4.4
CCOC(CN=c1nc(N(C)C)ss1)OCC	0.7	-1	-2.9	4	7	-11	2	nt	nt
O=C(CCc1nc2ccccc2c(=O)[nH]1)OCC(=O)N1CCc2ccccc21	-0.1	0	-4.7	-10	-2	2	9	3.0	nt
CCOc1ccc(OCC)c(NC(=O)C2CCCN(c3nc(C)cc(C)n3)C2)c1 (configuration not stated)	0.8	-1	-1.3	3	-18	nt	nt	0.2	nt
CN(CC(=O)NC1CCCCC1)S(=O)(=O)c1ccc2c(c1)c(=O)n(C)c(=O)n2C	0.7	2	-0.3	8	6	12	-4	1.3	-0.5

Of the compounds above, these contain a CF3 group:
SMILES	BoNT-A LC inh2	Mtb FBA inh	FadD28 FP inh	GDH-TPI inh	BoNT F protease	CCHFV vOTU inh	PrPC surface inh	Mtb UGM inh	Mtb BioA inh
O=C(O)c1cc2n(n1)C(C(F)(F)F)CC(c1ccccc1)N2 (configuration not stated)	-0.4	1	1.0	2	-2	16	-6	-1.5	1.2
Cc1c(CNC(=O)c2cnn3c2NC(c2ccccc2)CC3C(F)(F)F)cnn1C (configuration not stated)	2.1	3	-2.6	7	5	3	0	0.3	-0.1
